AI-2 QS mod: Vibrio harveyi AI-2 quorum sensing modulators, primary screen, JMH597 strain, luminescence/OD600 ratio. Vibrio harveyi JMH597 AI-2 luminescence/OD600 ratio, 9 h; hits give low values; strain lacks LuxN and CqsS sensors; 0 = neutral-control median. activity change, % at 7.5 µM. 0.4% of 300,000 active; in the data active means activity change below about -75%, passing the limit was not always enough; inconclusive means no clear call, values can overlap the other calls;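 further: luminescence divided by OD600 gain over 9 h not by final OD600 alone; inactives centre near 13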
HSP90 inh: HSP90 inhibitors, primary screen, cell lysate, luminescence; Heat shock protein HSP 90 (rabbit reticulocyte lysate; luciferase refolding); Rabbit reticulocyte lysate, luciferase refolding luminescence, 3 h; inhibition, % at 5.6 µM; 0.91% of 290,000 active;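 active means inhibition above the screen-wide mean plus 3 SD, computed separately per campaign, cut at about 16% in these data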;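 further: 0% = DMSO wells and 100% = 60 µM geldanamycin wells; inhibitors lower the luminescence because luciferase stays unfolded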
GSK3 alpha inh: blockers of GSK3A enzyme activity – biochemical, luminescence, cell-free homogeneous, HTS, primary screen; AID 2650, 2010; Glycogen synthase kinase-3 alpha (Homo sapiens), P49840; 0.1% of 320,000 active; inhibition, % at 10 µM; GSK-3 alpha kinase, ADP-Glo luminescence, 60 min;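 in the data active means inhibition above about 50%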;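 further: GST-tagged GSK-3 alpha with peptide substrate and 25 µM ATP; 0% = DMSO neutral wells and 100% = GW8510 positive control wells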
Target sequence (P49840 whole entry, looked up): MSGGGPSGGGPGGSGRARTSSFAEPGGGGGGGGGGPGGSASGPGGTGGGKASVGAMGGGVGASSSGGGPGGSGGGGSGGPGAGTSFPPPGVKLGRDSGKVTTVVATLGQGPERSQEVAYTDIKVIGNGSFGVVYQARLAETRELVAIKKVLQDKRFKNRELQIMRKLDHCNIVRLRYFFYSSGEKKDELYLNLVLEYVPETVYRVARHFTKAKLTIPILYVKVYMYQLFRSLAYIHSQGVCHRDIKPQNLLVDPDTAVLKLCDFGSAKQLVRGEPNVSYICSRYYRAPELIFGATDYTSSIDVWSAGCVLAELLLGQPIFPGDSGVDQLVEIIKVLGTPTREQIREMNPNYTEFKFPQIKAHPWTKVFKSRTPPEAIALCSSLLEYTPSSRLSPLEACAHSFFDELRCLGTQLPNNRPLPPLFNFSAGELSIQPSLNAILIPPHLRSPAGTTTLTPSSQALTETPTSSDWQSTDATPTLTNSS
PolyA inh: polyadenylation inhibitors in yeast reporter cells, primary screen, luminescence, S. cerevisiae | S. cerevisiae SKY197-pL101 polyadenylation reporter, beta-gal luminescence; efflux-impaired pdr1/pdr3 knockout yeast; score 100 = 6 SD above DMSO | calls only at 12 µM | 0.02% of 300,000 active | AID 1875, 2009;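 active means lowest replicate activity score at least 50, where 100 means six control SD above control mean; inconclusive means lowest score under 50 but half or more replicates reach 50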;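 further: yeast exposed to compound for 9 h at 30 °C; higher score means more reporter readthrough which indicates perturbed polyadenylation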
HSF-1 act: HSF-1 activators, primary screen, NIH3T3-HGL cells, MG132 stress, luminescence, single point; NIH3T3-HGL HSF-1 luciferase reporter, 8 h; 100% = twice DMSO control signal; activation, % at 9 µM; 1.7% of 300,000 active; AID 504408, 2011;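 active means mean replicate activation of at least 50% with a set share of replicates each reaching 50%; inconclusive means only one of those two conditions met; inactive means mean below 50% and too few replicates reaching it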;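 further: 0% = median of the neutral control wells and 100% = twice that signal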
Dyrk1A ADPGlo: rat Dyrk1A kinase inhibitors, primary screen, biochemical, single point, plate reader. ADP-Glo luminescence, NFATc1 peptide. inhibition, % at 12.5 µM. 0.43% of 310,000 active. AID 504441, 2011; in the data active means inhibition above about 50%;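 further: plate controls were vehicle with enzyme for no effect and no enzyme for full effect; many of its hits are not listed in these tables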
Platelet DG rel: inhibitors of platelet dense granule secretion, primary screen, cell-based, MLPCN, human platelets; 0.22% of 300,000 active; inhibition, %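 (compounds screened at 7.5 µM in platelet-rich plasma)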; human platelet-rich plasma, SFLLRN dense granule ATP release, luminescence;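 active means mean replicate score, as percent of positive control, at or above 50; inconclusive means mean below 50 but at least one replicate at or above 50; inactive means mean and every replicate below 50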
HDAC3 inh: HDAC3 deacetylase inhibitors, primary screen, biochemical, fluorescence, cell-free homogeneous; Histone deacetylase 3 (Homo sapiens), O15379; 0.15% of 320,000 active; inhibition, % at 8.3 µM; recombinant HDAC3, fluorogenic peptide/trypsin coupled; AID 2718, 2010; in the data active means inhibition above about 26%, passing the limit was not always enough; inconclusive means no clear call, values can overlap the other calls
GSK3beta inhib: human GSK3beta kinase inhibitors, primary screen, biochemical, cell-free homogeneous, HTS. 0.038% of 300,000 active. activity score (negative = inhibition), % at 10 µM. AID 2097, 2009. GST-GSK3beta kinase, ADP-Glo luminescence, 60 min; hits give low values;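 active means more than half of replicate wells score below -50%, meaning over 50% inhibition versus plate controls; inconclusive means some replicates but at most half score below -50%; inactive means no replicate scores below -50%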;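 further: 0% = median DMSO wells and -100% = median GW8510 positive control wells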
Target sequence (P49841 whole entry, looked up): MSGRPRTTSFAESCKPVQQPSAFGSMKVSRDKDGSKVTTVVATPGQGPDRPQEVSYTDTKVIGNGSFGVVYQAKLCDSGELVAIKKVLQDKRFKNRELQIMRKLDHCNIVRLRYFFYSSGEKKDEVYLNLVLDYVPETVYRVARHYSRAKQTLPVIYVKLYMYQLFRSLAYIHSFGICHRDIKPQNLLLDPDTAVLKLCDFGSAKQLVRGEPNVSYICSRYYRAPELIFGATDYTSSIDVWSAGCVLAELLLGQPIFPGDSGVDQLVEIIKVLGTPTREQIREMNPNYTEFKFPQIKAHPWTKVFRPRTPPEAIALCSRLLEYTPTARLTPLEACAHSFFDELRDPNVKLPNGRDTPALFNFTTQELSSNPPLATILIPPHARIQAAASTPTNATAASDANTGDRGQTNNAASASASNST
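Test system – GST-tagged human GSK3beta kinase, cell-free · Incubation – 60 min enzyme reaction, room temperature · Signal – ADP-Glo luminescence · Also added – peptide substrate and ATP at 25 µM · Controls – DMSO neutral wells and GW8510 at 20 µM as positive · Buffer or medium – Tris/MgCl2 kinase buffer · Measure – Luminescence-derived activity versus plate DMSO and GW8510 wells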
HSF1 inhib: HSF1 inhibitors in luciferase reporter cells, primary screen, cell-based, NIH3T3, luminescence | NIH3T3-HGL HSE-luciferase, MG132-induced, luminescence 8 h; hits give low values | activity change, negative = inhibition, % at 7.5 µM (by protocol) | 0.77% of 300,000 active | AID 2098, 2009;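 active means more than half of replicate wells show activity change below -50%, luminescence cut by over half; inconclusive means some wells, but at most half, below -50%; inactive means no replicate well below -50%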;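 further: luciferase reports HSF-1 transcriptional activity via heat shock element; 0% = median of DMSO wells and -100% = zero luminescence signal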
* = called active by the depositor; i = inactive; ? = inconclusive; / = not tested or not shown. Not all compounds are listed, so the mix of outcomes need not match the whole.

AI-2 QS mod | HSP90 inh | GSK3 alpha inh | PolyA inh | HSF-1 act | Dyrk1A ADPGlo | Platelet DG rel | HDAC3 inh | GSK3beta inhib | HSF1 inhib | canonical_smiles
16 | 3 | -2 | i | -20 | -2 | 6 | -2 | 3 | -1 | CCc1ccc(N(C(=O)c2csnn2)C(C(=O)NC2CCCCC2)c2ccncc2)cc1 (centres undefined)
22 | 0 | -4 | i | -10 | -2 | -1 | -6 | 5 | -4 | CCCCS(=O)(=O)Nc1ccc2ncn(C)c(=O)c2c1
18 | 30* | 1 | / | 16 | -1 | 0 | / | -3 | 5 | Cc1ccc2nc(SCC3CCCCO3)[nH]c2c1 (centres undefined)
2 | -2 | -3 | i | 11 | 4 | 6 | -9 | -1 | 1 | Cc1oc(CN2CCOCC2)cc1C(=O)O
11 | -3 | 4 | i | -5 | -4 | -5 | 3 | 3 | 0 | CNC(=O)[C@H](C)[C@@H]1C[C@@]1(C)[C@@H](NC(=O)OCc1ccccc1)c1ccccc1
15 | -1 | 0 | i | 23 | -3 | -1 | 0 | -1 | -4 | CN(C)C(=O)c1cn(-c2ccccc2)c(=O)c2ccccc12
21 | -6 | -4 | i | -7 | 6 | -2 | 5 | 1 | -2 | O=C1c2ccc([N+](=O)[O-])cc2C(=O)N1c1c[nH]c(=O)[nH]c1=O
23 | 4 | 0 | i | 3 | -2 | -3 | 9 | 2 | -2 | CC(C)N(CC#CC(O)(c1ccccc1)c1ccccc1)C(C)C
30 | 6 | -1 | i | -17 | -3 | 2 | -4 | -1 | -7 | CS(=O)(=O)N(CCc1ccccc1)CC(=O)N1CCc2ccccc2C1
4 | 0 | 1 | i | 6 | 2 | -3 | 3 | -15 | 0 | O=C(CNC(=O)OCc1ccccc1)NCC(=O)N1CCCC1C(=O)OCc1ccccc1 (centres undefined)
9 | -3 | 0 | i | 14 | -3 | -8 | 0 | 5 | 19 | CCc1ccc(Nc2nnc(SCC(=O)NCCN3C(=O)CSC3=O)s2)cc1
25 | -4 | -3 | i | 6 | 1 | 5 | 4 | -1 | -3 | COc1ccc(/C=C/C(=O)NCC2COc3ccccc3O2)cc1OC (centres undefined)
27 | -3 | 1 | i | 5 | 34 | 8 | -2 | 0 | 2 | CCCCCn1nc(C)c2c(C)cc(=O)[nH]c21
-5 | -4 | 0 | i | 40 | -1 | 0 | 2 | 1 | 2 | CC(=O)N1c2ccc(S(=O)(=O)N3c4ccccc4CC3C)cc2CC1C (centres undefined)
-4 | 3 | 1 | i | 11 | -1 | -3 | 2 | -3 | -3 | Cn1nnc(NC(=S)NC(=O)Cc2ccccc2)n1
14 | 2 | 2 | i | 62* | 0 | 2 | 4 | 1 | 27 | COc1ccc(-c2c(C)nn3c(NC4CCCC4)cc(C)nc23)cc1OC
18 | 1 | / | i | 9 | 6 | 2 | 1 | 4 | -3 | CCOC(=O)C1C(=O)NC(N2CCN(Cc3ccccc3)CC2)=NC1c1ccccc1 (centres undefined)
12 | 1 | -2 | i | 5 | 1 | -3 | 7 | -1 | -4 | Cc1cc(C)c(S(=O)(=O)N(C)CC(=O)NCCCn2ccnc2)c(C)c1
6 | -3 | -1 | i | 12 | 5 | 6 | 17 | 4 | 0 | COCCCn1c(C)nnc1SCc1ccc(C(C)(C)C)cc1
4 | 3 | 1 | i | -11 | 4 | 1 | 6 | -6 | -10 | Cc1ccccc1-c1nn(-c2ccc(F)cc2F)cc1CNCCN(C)C
12 | 0 | 1 | i | 25 | 2 | -15 | -5 | 0 | 9 | Cn1ccsc1=NC(=O)c1cccc(C#N)c1
14 | 1 | -2 | i | -2 | -6 | -10 | 3 | -1 | -1 | COC(=O)c1sccc1NC(=S)Nc1ccccc1
19 | 1 | -3 | i | 2 | 2 | 6 | 1 | 0 | -2 | CNc1nc(Oc2ccc(C(=O)OC)cc2)nc(SC)n1
36 | -1 | 0 | i | 14 | 13 | -4 | 2 | 2 | 14 | N#CCCN/N=C(/Cc1nc2ccccc2[nH]1)c1cccc(Cl)c1
/ | -3 | -2 | i | -9 | 1 | 7 | -6 | -2 | 1 | O=[N+]([O-])c1ccc2[nH]cc(S(=O)(=O)N3CCN(c4cccc(Cl)c4)CC3)c2c1
0 | -3 | / | i | -11 | 3 | 0 | / | 4 | 9 | Cc1ccc(CSCc2nc3ccccc3[nH]2)cc1
-25 | 4 | 4 | i | 11 | 5 | 4 | 6 | 2 | 11 | CCc1ccc2[nH]c(=O)c(CN(CCCN3CCOCC3)C(=O)Nc3ccc(F)cc3)cc2c1
-4 | 0 | 0 | i | 5 | -1 | -4 | -4 | -1 | -5 | CCCC(=O)NC(Nc1c(C)n(C)n(-c2ccccc2)c1=O)C(Cl)(Cl)Cl (centres undefined)
12 | 4 | -1 | i | 10 | -5 | 0 | 2 | 0 | -2 | CCOC(=O)c1ccc2c(c1)n(CCO)c(C)[n+]2CC
17 | 2 | 0 | i | -7 | -3 | 4 | 0 | -2 | -1 | Cc1ccc(OCC(=O)N(Cc2cccc(F)c2)C2CCS(=O)(=O)C2)cc1 (centres undefined)
42 | -1 | -3 | i | 23 | / | -1 | 0 | -1 | 5 | Cc1sc(/C=C2\C(=O)ON=C2c2ccccc2)cc1Br
15 | 2 | 2 | i | 9 | 1 | 0 | 0 | 2 | 3 | COc1cc(CC(=O)Nc2sccc2C(N)=O)cc(OC)c1OC
17 | 0 | -2 | i | 6 | -1 | -1 | -1 | -1 | -2 | O=S(=O)(CCN1CCOCC1)c1ccccc1
-5 | 3 | -2 | i | -6 | -1 | 0 | 5 | -3 | -2 | COC(=O)c1c(NC(=O)CSc2nnnn2-c2ccccc2)sc2c1CCCC2
35 | 47* | -2 | i | -59 | 3 | -6 | 2 | 0 | -53* | COCC(C)n1c(C)cc(C(=O)COC(=O)c2n[nH]c3ccccc23)c1C (centres undefined)
28 | 3 | 1 | i | -13 | -1 | -4 | -2 | 1 | -13 | O=C(O)c1ccc(NC(=O)C2CCCCC2)cc1
38 | / | -1 | i | -17 | -2 | 8 | -6 | 1 | -8 | Cc1ccc(NC(=O)CSCC(=O)N2CCN(c3cccc(C(F)(F)F)c3)CC2)cc1
25 | 3 | -3 | i | -5 | -4 | -8 | 0 | 0 | 2 | N#Cc1cnc(Oc2ccc(Cl)cc2)nc1N
19 | 1 | 0 | i | -5 | -5 | 4 | -4 | 1 | -1 | COc1ccc(C(=O)CC2SC(N)=NC2=O)cc1 (centres undefined)
10 | 2 | -2 | i | 2 | -2 | 0 | -1 | 1 | -5 | COc1cc2c(cc1OC)C(C)N(C(=O)c1cccc([N+](=O)[O-])c1)CC2 (centres undefined)
10 | -1 | -1 | i | 65* | 2 | 4 | 8 | -2 | 28 | Cc1cccc(-n2cc(CN3CCN(Cc4nccn4C)CC3)c(-c3cccc(F)c3)n2)c1
10 | -3 | -1 | i | -5 | 1 | 0 | -2 | -4 | -9 | CCSC(=S)Nc1c(C)n(C)n(-c2ccccc2)c1=O
19 | 1 | -1 | i | -4 | 2 | 2 | -3 | -4 | 0 | Cc1nn(C)c(Cl)c1CN1CCC(CO)(CC2CCCCO2)CC1 (centres undefined)
10 | -2 | 1 | i | 18 | -2 | -2 | -36 | 1 | 11 | CCN1CCSc2ccc(C(=O)NCc3cccc(F)c3)cc21
14 | -1 | 0 | i | -27 | -3 | 4 | -7 | 3 | -10 | CC(=O)CSc1nnc(-c2ccco2)n1-c1ccccc1
43 | 2 | -1 | / | 0 | -3 | -9 | -13 | 1 | -4 | COc1ccc(CCn2c(=O)c3cccnc3n(Cc3cccc([N+](=O)[O-])c3)c2=O)cc1OC
28 | -3 | -3 | i | 13 | 6 | 13 | 6 | 1 | 3 | CCN(Cc1cnn(C)c1)C(=O)c1cc(COc2cc(C)c(Cl)c(C)c2)on1
24 | -5 | 0 | i | 28 | -3 | 0 | -2 | -1 | 18 | CC(C)Cc1nnc(NC(=O)CCC(=O)N2CCN(c3ccccc3)CC2)s1
26 | 2 | 1 | i | -1 | 0 | 13 | ? | 1 | 4 | O=C(CN1C(=O)c2cccc3cccc(c23)C1=O)N1CCCCC1
24 | -4 | -4 | i | 17 | -1 | -10 | 8 | 7 | 10 | Cc1ccc(/C=C/C(=O)N2CCN(Cc3ccccc3)CC2)o1
0 | -2 | 1 | i | 15 | 0 | 7 | -3 | 1 | 2 | COc1ccc(CN2C3CCC2CC(NC(=O)c2cc(OC)c(OC)c(OC)c2)C3)cc1 (centres undefined)
23 | -4 | -2 | i | -3 | -1 | 10 | 4 | -1 | 0 | Cc1nc2sc3c(c2c(=N)n1N)CCCC3

Molecules above that have a thiophene ring, fused or not (five):
AI-2 QS mod | HSP90 inh | GSK3 alpha inh | PolyA inh | HSF-1 act | Dyrk1A ADPGlo | Platelet DG rel | HDAC3 inh | GSK3beta inhib | HSF1 inhib | canonical_smiles
14 | 1 | -2 | i | -2 | -6 | -10 | 3 | -1 | -1 | COC(=O)c1sccc1NC(=S)Nc1ccccc1
42 | -1 | -3 | i | 23 | / | -1 | 0 | -1 | 5 | Cc1sc(/C=C2\C(=O)ON=C2c2ccccc2)cc1Br
15 | 2 | 2 | i | 9 | 1 | 0 | 0 | 2 | 3 | COc1cc(CC(=O)Nc2sccc2C(N)=O)cc(OC)c1OC
-5 | 3 | -2 | i | -6 | -1 | 0 | 5 | -3 | -2 | COC(=O)c1c(NC(=O)CSc2nnnn2-c2ccccc2)sc2c1CCCC2
23 | -4 | -2 | i | -3 | -1 | 10 | 4 | -1 | 0 | Cc1nc2sc3c(c2c(=N)n1N)CCCC3

With a hit mark in HSF1 inhib, among the entries above:
AI-2 QS mod | HSP90 inh | GSK3 alpha inh | PolyA inh | HSF-1 act | Dyrk1A ADPGlo | Platelet DG rel | HDAC3 inh | GSK3beta inhib | HSF1 inhib | canonical_smiles
35 | 47* | -2 | i | -59 | 3 | -6 | 2 | 0 | -53* | COCC(C)n1c(C)cc(C(=O)COC(=O)c2n[nH]c3ccccc23)c1C (centres undefined)

High-throughput results as filed in PubChem.
